NR1D1 modulator: modulates human Rev-erb alpha binding to DNA | 0.79% of 370,000 active | P20393 | Rev-erbα–FITC-DNA binding, fluorescence polarization, 90 min | activity, % at 10 µM;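 active = activity above about 14%, limit read from the data; passing the limit was not always enough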;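 note: 0% = DMSO wells with 35 nM protein and 100% = DMSO wells with 750 nM protein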
Target sequence (P20393 whole entry, looked up): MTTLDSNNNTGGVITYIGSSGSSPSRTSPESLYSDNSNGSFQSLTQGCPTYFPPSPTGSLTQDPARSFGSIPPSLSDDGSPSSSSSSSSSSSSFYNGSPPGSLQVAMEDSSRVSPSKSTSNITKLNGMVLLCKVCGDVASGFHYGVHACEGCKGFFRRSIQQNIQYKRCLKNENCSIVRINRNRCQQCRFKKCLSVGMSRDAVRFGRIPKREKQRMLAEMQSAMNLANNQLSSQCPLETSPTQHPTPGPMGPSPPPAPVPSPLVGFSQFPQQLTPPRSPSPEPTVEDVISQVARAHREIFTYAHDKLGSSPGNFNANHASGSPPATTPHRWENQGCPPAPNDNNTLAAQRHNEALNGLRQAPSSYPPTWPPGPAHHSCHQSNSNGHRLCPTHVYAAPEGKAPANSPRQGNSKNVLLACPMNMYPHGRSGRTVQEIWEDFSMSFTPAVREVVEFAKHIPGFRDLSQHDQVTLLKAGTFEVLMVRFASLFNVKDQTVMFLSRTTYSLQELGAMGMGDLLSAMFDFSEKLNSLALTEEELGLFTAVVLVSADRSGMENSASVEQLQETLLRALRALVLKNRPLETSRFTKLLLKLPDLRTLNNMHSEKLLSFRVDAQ
ARFGAP1 inhibitor: inhibits rat ARF GTPase activating protein 1 | Arfgap1-stimulated ARF1 GTP hydrolysis, GDP FP detection | inhibition, % at 16.5 µM | 0.26% of 360,000 active;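 active = inhibition above a per-plate limit, mean inhibition of low control wells plus 3 SD, cut at about 25% in these data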;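 note: 0% = DMSO wells with enzyme and 100% = wells lacking Arfgap1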
Target sequence (Q62848 1-136 limits assumed): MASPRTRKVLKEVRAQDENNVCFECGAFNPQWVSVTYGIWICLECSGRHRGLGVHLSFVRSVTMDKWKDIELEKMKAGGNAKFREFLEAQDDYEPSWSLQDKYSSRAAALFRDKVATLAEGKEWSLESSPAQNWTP
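system = rat Arfgap1 catalytic domain, aa 1-136 | technique = FP, GDP Alexa 633 tracer displaced from anti-GDP antibody, 620/688 nm | compound = one concentration, 16.5 µM, DMSO 1.26% | medium = HEPES-based buffer, pH 7.5 | timing = compound-enzyme preincubation 20 min, reaction 120 min, detection 60 min, 25 °C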
UHRF1 binding: UHRF1 methyl-DNA binding inhibition | Q96T88 | UHRF1 binding to methylated oligo, TR-FRET | inhibition, % at 4.4 µM | 0.75% of 370,000 active | AID 687016; in the data active = inhibition above about 21%;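 note: UHRF1 SRA domain binding a hemimethylated CpG hairpin DNA probe; 0% = median of test compound wells and 100% = reference inhibitor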
DDE Tn7 FP inh: disrupts Tn7 cyclic peptide binding to fibrin D-Dimer-E complex; P02675; FP displacement of FITC-Tn7 peptide from fibrin DD(E); 0% = median of compound wells per plate; inhibition, % at 8.3 µM; 0.13% of 370,000 active; AID 720508;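 active = inhibition above the mean of compounds falling within the control limits plus 3 SD of them, cut at about 14% in these data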;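 note: 0% = plate median of compound wells and 100% = 10 µM Aha-Tn7 peptide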
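Test system: human clot-derived fibrin DD(E) complex / Quantity: 2 µM final DD(E) protein / Incubation: 10 min plus 3 h, room temperature / Measured by: fluorescence polarization / Benchmarks: high control of 10 µM Aha-Tn7 peptide / Replicates: singlicate testing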
KLK7 zymogen act: activates the human kallikrein-7 zymogen; P49862; 0.9% of 370,000 active; activation, % at 7 µM; purified proKLK7, EDANS-DABCYL substrate fluorescence; 100% is mature enzyme control, 0% vehicle;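 active = activation above the mean of all tested compounds plus 3 SD, computed per campaign excluding outliers beyond control limits, cut at about 13% in these data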
Target sequence (P49862 whole entry, looked up): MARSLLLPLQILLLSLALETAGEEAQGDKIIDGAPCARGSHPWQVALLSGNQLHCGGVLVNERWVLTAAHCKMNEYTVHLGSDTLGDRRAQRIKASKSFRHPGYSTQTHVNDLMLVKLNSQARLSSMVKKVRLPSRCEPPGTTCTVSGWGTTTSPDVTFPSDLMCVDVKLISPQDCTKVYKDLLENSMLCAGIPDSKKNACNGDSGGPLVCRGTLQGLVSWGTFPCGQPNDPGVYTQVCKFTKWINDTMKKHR
PLC-beta3 inh: inhibitors of human phospholipase C beta3; inhibition, % at 12.2 µM; AID 720704; Purified PLC-beta3, fluorogenic substrate, fluorescence; Q01970; 0.18% of 370,000 active; in the data active = inhibition above about 11%;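 note: 0% = median of compound wells on plate and 100% = full blocker control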
ASAP1 inh: inhibitors of human ASAP1 ArfGAP activity. Q9ULH1. ASAP1-stimulated ARF1 GTP hydrolysis, GDP FP detection. inhibition, % at 16.5 µM. 0.19% of 360,000 active; in the data active = inhibition above about 25%;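 note: 0% = vehicle with enzyme and substrate and 100% = no enzyme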
HGIII-sPLA2 inh: Inhibits HGIII-sPLA2 liposome hydrolysis, primary screen | Q9NZ20 | inhibition, % at 12.2 µM | 0.56% of 370,000 active | QFRET BODIPY PC-A2 liposome hydrolysis, fluorescence;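 active = inhibition above mean plus 3 SD of compounds lying within the high and low control bounds, cut at about 19% in these data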;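 note: 0% = median of test compound wells and 100% = no enzyme DMSO wells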
DDE Tn6 FP inh: disrupts Tn6 cyclic peptide binding to fibrin D-Dimer-E complex; P02675; Fibrin DD(E) TRITC-Tn6 fluorescence polarization displacement; inhibition, % at 8.3 µM; 0.21% of 370,000 active;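 active = inhibition above a per-campaign cutoff: mean of compounds within control limits plus 3 SD, cut at about 15% in these data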;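 note: 0% = median of all compound wells on the plate and 100% = blocking peptide control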
PLCg1 inh: inhibitors of human phospholipase C gamma1; P19174; purified PLC-gamma1, fluorogenic substrate, fluorescence; inhibition, % at 12.2 µM; 0.84% of 370,000 active; AID 720700; in the data active = inhibition above about 9.5%
The depositor's hits bear a star; i = inactive; x = not tested or not shown.

NR1D1 modulator	ARFGAP1 inhibitor	UHRF1 binding	DDE Tn7 FP inh	KLK7 zymogen act	PLC-beta3 inh	ASAP1 inh	HGIII-sPLA2 inh	DDE Tn6 FP inh	PLCg1 inh	compound
-2	-6	6	-4	0.2	-8	12	5	-5	2	C/C(Cc1ccccc1)=N\NC(=O)CNC(=O)c1ccc(Cl)cc1Cl
1	4	1	1	0.0	-8	3	6	-12	-7	CCN1CCc2nc(NC(=O)Cc3ccc4c(c3)OCCO4)sc2C1
-1	1	1	-5	0.2	1	22	-66	1	4	C=CCC[C@H](Cc1ccc(F)cc1)C(=O)OC[C@@H](Cc1c[nH]c2ccccc12)NC(=O)[C@@H](CC=C)CC(=O)N[C@H](CO)Cc1ccccc1
-1	-1	-2	-4	-0.3	-9	-11	6	-5	4	CC(C(=O)NC1CCCCC1)N1CCN(S(=O)(=O)c2cccs2)CC1 (configuration not stated)
-1	x	1	2	-0.5	0	x	-1	-7	1	COc1cc2c(cc1NC(=O)CSc1nnc(-c3cnccn3)n1-c1ccc(C)cc1)oc1ccccc12
1	-4	-5	-4	-0.4	-2	5	3	-7	2	O=C(CCCOc1ccccc1)n1nnc2ccccc21
6	8	0	-4	-1.0	-3	2	-10	-12	0	CCc1ccc(N2CC(C(=O)Nc3ccc(F)cc3)CC2=O)cc1 (configuration not stated)
0	10	2	-5	0.4	2	-14	-3	-13	2	NC(=O)CC(NC(=O)Cc1ccc(Cl)cc1)c1ccc(N2CCC(Cc3ccccc3)CC2)c([N+](=O)[O-])c1 (configuration not stated)
-4	15	0	-7	-1.0	1	15	0	-3	1	Cc1noc(C)c1-c1ccc(C(=O)Nc2cccc(C(F)(F)F)c2)c2occc12
1	12	0	1	0.5	-1	-4	6	-12	-4	Nc1nc(-c2ccccn2)nc(N)c1Cc1c(F)cccc1Cl
3	7	0	-5	82*	i	5	1	3	i	c1ccc2c(c1)NC1(CCCC1)n1c-2nc2ccccc21
8	9	1	1	0.9	4	11	4	-6	1	CC(=O)Nc1ccc(C(=O)N2CCCCC2c2cc(C(=O)NC(C)C)no2)cc1 (configuration not stated)
-5	-11	-4	2	0.0	3	10	10	6	4	CC(C)(C)C1CCC(CN2C(Nc3ccccc3)=NC[C@@H]2Cc2ccccc2)CC1 (some centres not stated)
6	-8	-4	-4	0.4	-7	2	-38	-6	2	Cc1cc(F)ccc1NC(=O)c1ccc(NS(=O)(=O)c2cc(C(C)(C)C)ccc2C)cc1
-6	3	3	-3	-0.5	-3	2	7	3	2	O=C(CSc1ncccn1)NC(=O)c1ccccc1
-6	4	10	8	0.2	-5	7	5	11	0	COCC(=O)N1CCC(Oc2ccc(C(=O)N3CCCCC3COC)cc2)CC1 (configuration not stated)
-1	17	2	-1	0.0	-2	-1	2	-3	4	CS(=O)(=O)N(CC(=O)N1CCCC1)c1ccccc1F
0	7	6	-2	-0.8	4	4	13	5	3	Clc1cc(Cl)c(OCc2nc(-c3ccccn3)no2)cc1Cl
-11	12	0	4	-0.4	0	-1	5	-2	6	COC(=O)c1ccc(CSc2nc(C)nc3c2c(=O)n(C)c(=O)n3C)o1
-3	4	3	-3	-0.3	4	6	2	-4	8	CSc1ccccc1NS(=O)(=O)c1ccc2c(c1)OCCO2
1	-10	-1	-1	0.9	-1	-4	-3	-1	-2	COc1ccccc1Nc1ncc(C(=O)Nc2ccc(OC)c(OC)c2)c2ccccc12
-1	20	0	12	-0.3	-6	-2	8	-4	-2	O=C(Nc1ccc(N2CCCCC2)cc1)c1ccc(F)cc1F
3	5	4	0	0.0	7	9	14	-3	6	CCOC(=O)C1=C(C)C(c2ccccc2OC)NC(=S)N1 (configuration not stated)
-5	-6	-1	3	0.8	-9	1	-5	-1	0	CN(C(=O)c1ccc(-c2ccccc2)cc1)C1CCCCC1
-11	18	1	-6	0.1	-1	3	6	1	5	CCC(=O)N1CCC1(C)C(=O)Nc1cc(-c2ccccc2)nn1C (configuration not stated)

A draw from above in order of molar mass, falling.
NR1D1 modulator	ARFGAP1 inhibitor	UHRF1 binding	DDE Tn7 FP inh	KLK7 zymogen act	PLC-beta3 inh	ASAP1 inh	HGIII-sPLA2 inh	DDE Tn6 FP inh	PLCg1 inh	compound
-1	1	1	-5	0.2	1	22	-66	1	4	C=CCC[C@H](Cc1ccc(F)cc1)C(=O)OC[C@@H](Cc1c[nH]c2ccccc12)NC(=O)[C@@H](CC=C)CC(=O)N[C@H](CO)Cc1ccccc1
0	10	2	-5	0.4	2	-14	-3	-13	2	NC(=O)CC(NC(=O)Cc1ccc(Cl)cc1)c1ccc(N2CCC(Cc3ccccc3)CC2)c([N+](=O)[O-])c1 (configuration not stated)
-3	4	3	-3	-0.3	4	6	2	-4	8	CSc1ccccc1NS(=O)(=O)c1ccc2c(c1)OCCO2
-5	-6	-1	3	0.8	-9	1	-5	-1	0	CN(C(=O)c1ccc(-c2ccccc2)cc1)C1CCCCC1
-6	3	3	-3	-0.5	-3	2	7	3	2	O=C(CSc1ncccn1)NC(=O)c1ccccc1

Copied from the list:
`O=C(CCCOc1ccccc1)n1nnc2ccccc21` – PLCg1 inh: 2
`NC(=O)CC(NC(=O)Cc1ccc(Cl)cc1)c1ccc(N2CCC(Cc3ccccc3)CC2)c([N+](=O)[O-])c1` (configuration not stated) – DDE Tn6 FP inh: -13

Later entries
NR1D1 modulator	ARFGAP1 inhibitor	UHRF1 binding	DDE Tn7 FP inh	KLK7 zymogen act	PLC-beta3 inh	ASAP1 inh	HGIII-sPLA2 inh	DDE Tn6 FP inh	PLCg1 inh	compound
3	5	-2	-2	-0.4	7	-6	5	-9	1	CC(NC(=O)C1(C)CC1(Br)Br)C(C)(C)C (configuration not stated)
5	3	0	0	0.1	3	4	6	1	2	Cc1cc(NC(=O)C(C)SCC(=O)OCc2ccc([N+](=O)[O-])cc2)no1 (configuration not stated)
-2	-12	1	-3	-0.4	6	5	-13	-2	3	CCN(C(=O)COc1cc(=O)n(CC)c2ccccc12)c1cccc(Cl)c1
-2	2	-1	6	-0.3	-11	-7	-1	2	-5	Cc1ccc(C)n1CCN1CCN(C(=O)CSc2nc3ccccc3nc2N2CCOCC2)CC1
-1	7	1	-2	0.1	-3	3	-3	-2	3	CC(=O)Nc1ccc(O)cc1[N+](=O)[O-]
-1	-1	8	0	0.2	-5	0	8	0	0	CCCCn1c(N)c(N(CC)C(=O)c2ccc(C#N)cc2)c(=O)[nH]c1=O
-2	5	-1	0	-0.5	-3	6	-1	-1	-1	Cc1ccc(NC(=O)CS(=O)CC(=O)N2CCN(C3CCCC3)CC2)cc1 (configuration not stated)
-2	11	0	-6	0.1	-4	-7	-3	-2	0	CC(C)(C)c1cc(CCC(=O)NCc2cccnc2)cc(C(C)(C)C)c1O
32*	-10	2	0	-17	-98	6	8	-7	-77	CCn1c(=O)c(-c2nc3ccccc3[nH]2)c(O)c2ccccc21
-5	-3	4	3	0.1	-3	20	-13	1	-4	Cc1ccc(C(=O)CSc2nnc(-c3ccccc3N)n2C)cc1C
2	-1	-5	-3	-1.3	-15	2	0	-1	-11	Cc1ccc(NC(=S)/C(=C(\[O-])c2ccc(F)cc2)[n+]2ccccc2)cc1
-2	8	-2	-2	0.2	-1	-4	-2	-3	-1	CCOC(=O)CCc1cccc2c1CCC2=O
6	-3	-3	6	0.5	-5	5	5	4	-4	COc1ccc(-c2c(C#N)c(N)nc3c2CCCCCC3)cc1OC
7	-9	-1	-2	0.2	-17	7	-2	-2	-6	O=C(Nc1nc2cc3c(cc2s1)OCCO3)c1ccc(N2C(=O)CCC2=O)cc1
-3	24	5	6	-0.4	-11	5	9	2	-3	O=C(COc1cccc(Br)c1)Nc1ccc(N2CCOCC2)cc1N1CCOCC1
0	-9	0	0	-0.3	5	-2	-4	2	0	COc1ccc(NC(=O)Nc2cccc(F)c2)c(OC)c1
-3	-1	-6	4	-0.2	1	-13	-3	-1	7	O=C(O)c1ccc(-c2nc(-c3ccc(Cl)cc3Cl)cs2)cc1
-1	4	0	-5	-0.2	-19	-10	0	0	-2	CC(=O)Nc1ccc(C(=O)N(C)C(C(=O)Nc2ccccc2)c2ccccn2)cc1 (configuration not stated)
3	1	0	4	-1.1	2	-10	9	9	0	Cc1cccc(NC(=O)/C(C#N)=C\c2cn(CC(=O)O)c3ccccc23)c1
2	-7	-1	-7	-0.5	5	-13	-2	7	1	CCOC(=O)C(C(=O)Nc1ccc(C)cc1)C1CCCCC1 (configuration not stated)
-3	3	1	1	-17	-15	3	1	-2	-4	COc1ccc(C(=O)Nc2ccc(NC(=O)c3cccs3)c(OC)c2)cc1Cl
-2	-5	2	-4	0.0	-9	-7	-2	-5	-1	N#Cc1ccccc1COC(=O)CCCC1=NS(=O)(=O)c2ccccc2N1
-6	-7	-2	-3	-0.1	3	12	-1	0	1	CC(C)C[C@H](NC(=O)C1CCCC1)C(=O)N1CCC[C@H]1C(=O)NCc1ccccc1
2	-9	6	-2	0.2	-6	2	1	-2	1	CCn1ccnc1CNC(=O)C1CCC(=O)N(Cc2cccc(C(F)(F)F)c2)C1 (configuration not stated)
-1	5	4	-2	-0.9	-3	-2	7	14	5	COc1ccc(CCN(C)C(=O)C2CCCN(C3CCN(Cc4ccccc4)CC3)C2)cc1OC (configuration not stated)
-4	-2	2	-3	0.0	-6	9	-15	-4	-3	CCOc1cc2[nH]c(=O)n(Cc3ccc(C(=O)NCCCN4CCC(C)CC4)cc3)c(=O)c2cc1OCC
-1	6	1	-5	0.4	-1	8	-31	-2	-3	O=C(NNS(=O)(=O)c1ccc(Br)cc1)c1sccc1-n1cccc1
0	4	0	-1	-0.4	-6	6	3	-2	-2	Cc1nnc(SC(C)C(=O)Nc2ccc(N3CCOCC3)cc2)n1Cc1ccccc1 (configuration not stated)
-1	5	2	7	0.1	-6	-6	3	-1	2	O=S(=O)(c1ccc(Cl)cc1)N1CCN(C(=S)Nc2ccccc2F)CC1
-1	-6	0	-4	-0.2	1	-11	4	-7	1	CCS(=O)(=O)C(=C(Nc1ccc(OC)cc1)Nc1ccc(OC)cc1)S(=O)(=O)CC
4	3	2	4	0.4	-6	-3	6	2	1	COc1cccc(C(C(=O)NC2CCCC2)N(CCC(C)C)C(=O)CCC(=O)Nc2cc(C)on2)c1 (configuration not stated)
-3	-6	-1	3	-0.5	-1	10	-9	0	2	O=C(NNC(=O)c1cc2ccccc2o1)c1ccc(Cl)cc1
-4	-4	-2	8	0.6	-6	5	-3	2	2	Cc1ccc(C)c(C(=O)CCC(=O)Nc2ccc(F)cc2)c1
-1	9	1	-2	-0.9	-5	-13	-7	-4	-4	O=C(CNC(=O)c1cn2ccccc2n1)Nc1ccc(F)c(F)c1
0	x	-2	1	-0.3	-2	x	8	-2	0	COC(=O)[C@@]12CCCCC3=C1N(CCC3)C(=O)[C@H]2CC(=O)N1CCOCC1
-2	3	3	-1	-0.2	-2	-1	4	-2	0	Cc1ccc(C(=O)Oc2ccc(-c3nnco3)cc2)o1
-7	3	1	11	0.1	-2	-8	5	-10	2	CC(C(=O)Nc1cccc([N+](=O)[O-])c1)[n+]1ccccc1 (configuration not stated)

From PubChem
